GC-B act – human GC-B receptor activators, primary screen, HEK293 GC-B cells, cGMP TR-FRET, EC30 CNP; Atrial natriuretic peptide receptor 2 (Homo sapiens), P20594; 0% at EC30 CNP, 100% saturating CNP; activation, % at 10 µM; 370,000 tested, 0.11% active;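 active = activation at 10 µM reaching about 35% in either raw or pattern-adjusted values, limit read from the data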
Target sequence (P20594 whole entry, looked up): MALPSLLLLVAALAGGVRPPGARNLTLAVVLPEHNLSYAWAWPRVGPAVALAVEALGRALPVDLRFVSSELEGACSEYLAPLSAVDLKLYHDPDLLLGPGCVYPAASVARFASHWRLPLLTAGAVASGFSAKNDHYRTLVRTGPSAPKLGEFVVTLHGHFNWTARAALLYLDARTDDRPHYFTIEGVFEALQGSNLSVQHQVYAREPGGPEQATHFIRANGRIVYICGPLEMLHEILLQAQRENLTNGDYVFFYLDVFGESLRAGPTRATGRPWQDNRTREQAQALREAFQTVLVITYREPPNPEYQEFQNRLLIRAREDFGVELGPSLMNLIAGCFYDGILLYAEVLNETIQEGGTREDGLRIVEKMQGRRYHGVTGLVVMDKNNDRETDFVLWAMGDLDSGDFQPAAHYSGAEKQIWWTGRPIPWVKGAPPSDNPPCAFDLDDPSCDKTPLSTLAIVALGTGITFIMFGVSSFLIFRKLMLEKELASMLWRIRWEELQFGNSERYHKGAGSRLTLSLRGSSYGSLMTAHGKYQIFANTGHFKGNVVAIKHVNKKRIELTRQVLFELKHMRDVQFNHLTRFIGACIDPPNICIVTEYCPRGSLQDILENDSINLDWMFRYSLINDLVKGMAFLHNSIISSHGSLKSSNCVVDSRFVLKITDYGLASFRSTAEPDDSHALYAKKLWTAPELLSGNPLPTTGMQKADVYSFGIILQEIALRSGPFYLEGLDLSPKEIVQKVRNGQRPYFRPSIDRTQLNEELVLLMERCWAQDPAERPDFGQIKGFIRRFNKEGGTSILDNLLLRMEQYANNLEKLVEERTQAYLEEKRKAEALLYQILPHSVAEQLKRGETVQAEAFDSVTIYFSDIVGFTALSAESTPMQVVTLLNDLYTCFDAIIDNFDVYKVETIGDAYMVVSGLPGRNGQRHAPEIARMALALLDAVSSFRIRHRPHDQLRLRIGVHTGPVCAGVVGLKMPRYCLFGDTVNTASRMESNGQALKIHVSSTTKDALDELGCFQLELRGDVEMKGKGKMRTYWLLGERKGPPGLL
HTRA1 inhibitor – HTRA1 serine protease inhibitors, primary screen, biochemical, fluorescence polarization, HTS | recombinant HTRA1, FP-rhodamine activity-based probe | 340,000 tested, 0.5% active | Q92743 | AID 504803, 2011 | inhibition, % at 5.96 µM; in the data active = inhibition above about 36%;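 also: 0% = enzyme with DMSO and 100% = wells lacking enzyme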
Active calls of the source: *. Not all compounds are listed; the hit share may differ from the screen's.

structure	HTRA1 inhibitor	GC-B act
CCOc1ccc(OCC)c(-c2c(=O)n(OCc3ccc(C(C)(C)C)cc3)c3ccccc3[n+]2[O-])c1	-32	-4
COc1ccccc1NC(=O)N1CCN(Cc2ccc3c(c2)OCO3)CC1	2	2
CC1Cc2ccccc2N1C(=O)CSc1nnc(CNc2ccccc2)o1 (stereo unspecified)	-8	-4
CCn1c(=O)cc(SCC(=O)Nc2ccc3c(c2)OCO3)c2ccccc21	-6	0
CCCc1ccc(OCc2ccc(C(=O)OC)o2)c(OC)c1	-2	0
COc1cc(Cl)c(C)cc1NC(=O)CSc1ccc(C)cc1	-4	-8
CC(C)(C(=O)c1ccccc1)/[N+]([O-])=C/c1ccc(Br)cc1	-5	-3
CCCC(OC(=O)CN1C(=O)COc2ccccc21)C(=O)NC1CCCC1 (stereo unspecified)	-3	0
O=C(Cc1cccs1)N1CCCC(c2nc3c(nnn3Cc3cccc(Cl)c3)c(=O)[nH]2)C1 (stereo unspecified)	-12	-1
O=c1cc(N2CCC3(CC2)OCCO3)[nH]c(=O)n1-c1ccc(Cl)cc1	0	1
C=CCSc1n[nH]c(-c2ccc(OCCC)cc2)n1	-5	-1
COC(=O)Nc1ccc(S(=O)(=O)N(CCO)CCO)cc1	4	1
CCc1cccc(Oc2nn[nH]n2)c1	1	8
Oc1ccc2ccccc2c1C1Nc2cccc3cccc(c23)N1	52*	0
CC1CCN(CC(=O)Nc2cccc([N+](=O)[O-])c2)CC1	-5	10
CCC(=O)NC(=S)Nc1ccc(S(=O)(=O)NC(C)C)cc1	4	-1
COC(=O)Nc1c(C)nn(Cc2ccccc2C)c1C	-1	1
Cc1cc(C(=O)N2CCN(C/C=C/c3ccccc3)CC2)cs1	-6	0
O=C(NCCN1CCOCC1)C1CCN(c2nc3ccccc3o2)CC1	3	0
Cc1ccc(S(=O)(=O)C2(C(=O)N(C)C3CCCCC3)CC2)cc1	-1	-4
COc1ccc(-c2ccc(=O)[nH]n2)cc1	5	-2
CCc1cccc(C)c1NC(=O)c1cc(C)oc1C	-5	-3
N#Cc1c(NC(=O)CSc2nnc(-c3ccccc3)o2)sc2c1CCCC2	-15	-13
CC1(C)CC(=O)C2=C(C1)OC(N)=C(C#N)C2C1CC=CCC1 (stereo unspecified)	-3	-2
CCCCn1c(SCC(=O)N2CCC(C)CC2)nc2cc(S(N)(=O)=O)ccc21	-2	-1
COc1ccc(C2=C(N)c3ccccc3C2=O)cc1	5	-4
Cc1cccc(OCc2nnc(SCC(=O)c3cccs3)n2C)c1C	-5	-2
CC(C)C(=O)NC(c1ccccc1Cl)c1c(O)ccc2ccccc12 (stereo unspecified)	-9	-3
COc1ccc(/C=C/C(=O)NCc2cn(C)nc2C)cc1COc1ccc(Cl)cc1Br	-9	-6
O=C(Nc1ccc2c(c1)OCO2)c1cc2nc(C3CC3)cc(C(F)(F)F)n2n1	3	-3
CCOc1ccccc1-c1nc(-c2cccc(Br)c2)no1	5	-10
O=C(CSc1ncccc1-c1nc2ccccc2[nH]1)N1CCCCC1	3	-2
N#Cc1nc(-c2cccc3ccccc23)oc1NCCN1CCOCC1	-6	-8
O=C(NCCc1ccc(Cl)cc1)C1CCN(S(=O)(=O)N2CCCCC2)CC1	2	-2
Cc1cccc(N2CCN(C(=O)c3cn(C)c(=O)c4c3c3ccccc3n4C)CC2)c1C	-19	-7
COc1cc(CNC2CCCC2)cc(Cl)c1OCc1ccccc1Cl	-14	-22
O=C(CNC(=O)c1ccc([N+](=O)[O-])cc1)c1ccccc1	-2	-7
Cc1nc2ccc(S(=O)(=O)Nc3ccccc3C)cc2s1	-1	1
CCCOC(=O)c1c(NC(=O)/C=C/c2cnn(C)c2C)sc(C(=O)OC)c1C	-8	1
COC(=O)c1sccc1NC(=O)c1cc(C)on1	-4	-2

At a glance, 19 of the compounds above.
structure	HTRA1 inhibitor	GC-B act
CCn1c(=O)cc(SCC(=O)Nc2ccc3c(c2)OCO3)c2ccccc21	-6	0
CCCc1ccc(OCc2ccc(C(=O)OC)o2)c(OC)c1	-2	0
COc1cc(Cl)c(C)cc1NC(=O)CSc1ccc(C)cc1	-4	-8
CC(C)(C(=O)c1ccccc1)/[N+]([O-])=C/c1ccc(Br)cc1	-5	-3
CCCC(OC(=O)CN1C(=O)COc2ccccc21)C(=O)NC1CCCC1 (stereo unspecified)	-3	0
O=C(Cc1cccs1)N1CCCC(c2nc3c(nnn3Cc3cccc(Cl)c3)c(=O)[nH]2)C1 (stereo unspecified)	-12	-1
O=c1cc(N2CCC3(CC2)OCCO3)[nH]c(=O)n1-c1ccc(Cl)cc1	0	1
C=CCSc1n[nH]c(-c2ccc(OCCC)cc2)n1	-5	-1
COC(=O)Nc1ccc(S(=O)(=O)N(CCO)CCO)cc1	4	1
CCc1cccc(Oc2nn[nH]n2)c1	1	8
Oc1ccc2ccccc2c1C1Nc2cccc3cccc(c23)N1	52*	0
CC1CCN(CC(=O)Nc2cccc([N+](=O)[O-])c2)CC1	-5	10
CCC(=O)NC(=S)Nc1ccc(S(=O)(=O)NC(C)C)cc1	4	-1
COC(=O)Nc1c(C)nn(Cc2ccccc2C)c1C	-1	1
Cc1cc(C(=O)N2CCN(C/C=C/c3ccccc3)CC2)cs1	-6	0
O=C(NCCN1CCOCC1)C1CCN(c2nc3ccccc3o2)CC1	3	0
Cc1ccc(S(=O)(=O)C2(C(=O)N(C)C3CCCCC3)CC2)cc1	-1	-4
COc1ccc(-c2ccc(=O)[nH]n2)cc1	5	-2
CCc1cccc(C)c1NC(=O)c1cc(C)oc1C	-5	-3

(further entries)
structure	HTRA1 inhibitor	GC-B act
CCCCNC(=S)NNC(=O)c1csc2ccccc12	4	-1
COc1ccc(N(CC(=O)NC2CCCC2)C(=O)Cn2nnc(-c3ccc(F)cc3)n2)cc1OC	4	0
O=C(NCC1CCCO1)C1c2ccccc2C(=O)N1C1CCCCCC1 (stereo unspecified)	6	-1
COc1ccc(C)cc1S(=O)(=O)N(CC(=O)Nc1ccc2c(c1)OCCO2)Cc1ccccc1	-9	-3
COc1ccc(CC(NC(C)=O)C(=O)NC2CCN(C(=O)NCc3ccccc3)CC2)cc1 (stereo unspecified)	0	3
O=C(NC1CCCCC1)C1c2ccccc2C(=O)N1Cc1ccco1 (stereo unspecified)	0	1
O=C(c1noc2c1CCCCC2)N1CCOCC1	3	2
Cn1cccc1Cc1nnc(SCC(=O)Nc2nc3ccccc3s2)n1CCc1ccccc1	-20	-6
O=C(c1noc2c1CCCC2)N1CCN(c2ccc(F)cc2)CC1	1	4
Cc1nnc(SCC(=O)N(C)c2ccccc2)n1-n1cccc1	0	2
COc1ccc(S(=O)(=O)N2CCN(C(=O)c3cccs3)CC2)cc1OC	-3	-3
CCn1c(=N)n(CC(=O)c2ccc(OC)c(OC)c2)c2ccccc21	3	-7
O=C(c1noc2c1CCCC2)N1CCN(Cc2ccccc2)CC1	3	2
CCOC(=O)c1cccc(NC(=O)C2CCN(S(=O)(=O)c3cccs3)CC2)c1	-14	-2
Cc1[nH]c2ccccc2c1C(=O)Cn1c(=O)oc2ccccc21	-14	-3
c1ccc(-c2noc(-c3cccs3)n2)nc1	4	-2
O=C(CSc1nncn1-c1ccccc1)Nc1cc(Cl)cc(Cl)c1	-2	-6
CCCc1ccc(Oc2cc(N3CCOCC3)nc(-c3ccccc3)n2)cc1	-1	-11
N/C(=N\OC(=O)C(c1ccccc1)c1ccccc1)c1cccnc1	-15	-3
CCCc1nc2c(nnn2Cc2ccccc2)c(=O)[nH]1	0	12
O=C(CN1C(=O)COc2ccccc21)N1CCCc2ccccc21	6	-2
CCOC(=O)c1c(C)c(C(=O)N2CCN(C(=O)c3ccco3)CC2)c(C)n1C	3	1
COc1ccc(OCC(=O)c2c(O)c3ccccc3oc2=O)cc1	4	2
CCOc1cc(CNCCc2ccc(S(N)(=O)=O)cc2)cc(Cl)c1OCc1ccccc1	-19	-6
C=CCOc1ccccc1/C=c1\sc2nc(=O)c(C)nn2c1=O	8	-10
COc1ccc(N(CC(=O)NCCSCc2c(F)cccc2Cl)S(C)(=O)=O)cc1OC	-4	-1
Cc1ccc(C)c(N2CCN(C(=O)Cn3c(=O)oc4cc(S(=O)(=O)N5CCCC5)ccc43)CC2)c1	1	10
O=C(Cn1cnc2c(nnn2-c2ccc(F)cc2)c1=O)NCc1ccco1	-2	1
CCn1c(CS(=O)Cc2ccc(Cl)cc2Cl)nnc1SCc1c(Cl)cccc1Cl (stereo unspecified)	-4	-1
CC(=O)NC(Cc1ccccc1)C(=O)N1CCN(C(=O)c2ccco2)CC1 (stereo unspecified)	1	3
CCOC(=O)N1CCN(C(=O)C2CCCN(S(=O)(=O)c3ccc(C)cc3)C2)CC1 (stereo unspecified)	-1	0
CCN(CC)c1nc(=S)nc(NC(C)(C)C)[nH]1	2	-2
Cc1ccc(C(=O)N(c2c(C)n(C)n(-c3ccccc3)c2=O)C(C)C)cc1	10	0
O=C(CCn1c(=S)[nH]c2ccccc2c1=O)NCC1CCCO1 (stereo unspecified)	0	-5
COc1cccc(NC(=O)c2oc3ccccc3c2NC(C)=O)c1	-7	-4
COc1cc(NC(=O)C2CCCO2)c(C(=O)O)cc1OC (stereo unspecified)	9	-1
Cn1nc(C(F)(F)F)cc1C(=O)NC1CCCCCC1	-11	-5
Cc1ccc2[nH]cc(C(=O)CN3CCOCC3)c2c1	-12	-2
CCOC(=O)CSc1nc2cc(C(=O)NCc3ccco3)ccc2c(=O)n1C1CCCCC1	-4	-7
Cc1cccc(N(C(=O)c2cnc3n(c2=O)CCS3)C2CCCCC2)c1	1	-18
COc1cc(S(=O)(=O)N2CCCCC2)ccc1NC(=O)Cc1ccccc1	-8	1
COC(=O)c1sccc1NC(=O)c1ccc(Cl)s1	1	-7
NC(=O)COc1ccc2c3c(c(=O)oc2c1)CCCCC3	0	-7
CCCc1cc(C(=O)OC)c(NC(=O)OCC)s1	8	7
O=C(COc1ccc2ccccc2c1Br)Nc1ncn[nH]1	-2	-7
COc1ccccc1NC(=O)N1CCN(c2cc(-c3ccccc3)nc3ncnn23)CC1	-3	-4
C=CCn1c(CCNC(=O)c2ccc(Cl)c(Cl)c2)nnc1SCCOc1ccc(OC)cc1	-45	-14
COc1ccccc1N1CCN(CC(=O)Nc2ccc(CN3CCCCC3)cc2)CC1	0	-2
Cc1noc(C)c1CSc1nnc2ccc3ccccc3n12	-3	-2
O=S(=O)(Cc1ccccc1)NCc1ccccn1	3	-1

Further records:
structure	HTRA1 inhibitor	GC-B act
Cc1ccc(C)c(OCC(=O)Nc2ccc3c(c2)OCO3)c1	-9	-4
COc1ccccc1CNC(=O)c1ccccc1N	4	5
O=C(Nc1ccc2c(c1)OCO2)NC1CCN(Cc2ccccc2)CC1	-1	-3
O=C(Cn1c(C(=O)NCc2ccco2)cc2sccc21)c1ccccc1	-19	-11
CC(C)c1cc(C(=O)NCc2cccnc2)no1	-4	-1
NC(=O)c1ccccc1NC(=O)CCc1ccccc1	3	3
c1ccc(-c2n[nH]c3ccccc23)cc1	-8	-1
O=C(CSc1nnc2sc3ccccc3n12)N1CCN(c2ccccc2)CC1	-1	-12
CC(/C=N/N1CCN(c2ccccc2)CC1)=C\c1ccccc1	7	0
Cc1ccccc1NC(=O)c1ccc(F)c(S(=O)(=O)N2CCN(c3ccccn3)CC2)c1	0	1

Laid out differently: results already given
HTRA1 inhibitor,GC-B act,SMILES
-4,-1,CC(C)c1cc(C(=O)NCc2cccnc2)no1
3,3,NC(=O)c1ccccc1NC(=O)CCc1ccccc1

Carrying on.
structure	HTRA1 inhibitor	GC-B act
CC(C)(Oc1ccc(Cl)cc1)C(=O)NC1CCSC1=O (stereo unspecified)	3	6
CCn1c(SCC(=O)Nc2oc(-c3ccccc3)c(-c3ccccc3)c2C#N)nnc1-c1cc(OC)cc(OC)c1	-26	2
CCOC(=O)CSc1nnc(CNC(=O)c2cccs2)n1CCc1ccccc1	-3	-3
CC(C)CNC(=O)c1cc(-c2ccc(Cl)c(Cl)c2)on1	-4	-4
COc1ccc(/C=N/NC(=O)c2ccc(C)cc2)cc1CN1CCN(c2ccc(F)cc2)CC1	-6	-2
C=CCNc1nnc(Cl)c2ccccc12	7	1
CCOC(=O)c1cccc(S(=O)(=O)N(CCO)Cc2cc3cc(OC)ccc3[nH]c2=O)c1	-8	-2
O=S(=O)(NCc1ccccn1)c1ccc(F)cc1	3	-2
COc1ccc(NC(=O)CCc2nc3ccccc3[nH]2)cc1	2	-7
COc1ccc(CC(=O)Nc2ccc(-c3nnc(-c4ccccc4)o3)cc2)cc1OC	5	0
Cc1noc(C)c1C(=O)NCCc1ccc(Cl)cc1	-3	-5
C1CCN(c2nc3nonc3nc2NCC2CCOCC2)CC1	-10	1
Cc1ccc(OCn2c(=O)sc3ccccc32)cc1	-15	-6
COCCn1c(-c2ccco2)csc1=Nc1cccnc1	-1	-2
O=C(N/N=C/c1cc(Cl)cc([N+](=O)[O-])c1O)c1cc(-c2ccccn2)nc2ccccc12	26	-1
CCOC(=O)N1CCC(NC(=O)c2ccc(CNS(=O)(=O)c3ccc(F)cc3)cc2)CC1	3	-9
NNC(=O)CCc1ccc(S(=O)(=O)N2CCOCC2)cc1	4	4
Cc1c(NC(=O)c2cc(-c3cccs3)on2)c(=O)n(-c2ccccc2)n1C	-4	-1
Cc1ccc(C)n1-c1ccc(N2CCOCC2)nc1	-2	-6
CCCn1c(=S)[nH]c2cc(OC)c(OC)cc2c1=O	1	15
